V1R ag counter = V1a receptor agonism, counter-screen for OXTR agonists. P37288. CHO-V1R cells, Fluo-8 calcium fluorescence, agonist mode; 0% DMSO, 100% 3 nM vasopressin. activation, % at 3 µM. 0.25% of 320,000 active;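 active = activation above the mean activation of all tested compounds plus 3 SD, per screening run, cut at about 20% in these data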;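 note: signal is peak over basal fluorescence ratio across a 100 second FLIPR read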
Target sequence (P37288 whole entry, looked up): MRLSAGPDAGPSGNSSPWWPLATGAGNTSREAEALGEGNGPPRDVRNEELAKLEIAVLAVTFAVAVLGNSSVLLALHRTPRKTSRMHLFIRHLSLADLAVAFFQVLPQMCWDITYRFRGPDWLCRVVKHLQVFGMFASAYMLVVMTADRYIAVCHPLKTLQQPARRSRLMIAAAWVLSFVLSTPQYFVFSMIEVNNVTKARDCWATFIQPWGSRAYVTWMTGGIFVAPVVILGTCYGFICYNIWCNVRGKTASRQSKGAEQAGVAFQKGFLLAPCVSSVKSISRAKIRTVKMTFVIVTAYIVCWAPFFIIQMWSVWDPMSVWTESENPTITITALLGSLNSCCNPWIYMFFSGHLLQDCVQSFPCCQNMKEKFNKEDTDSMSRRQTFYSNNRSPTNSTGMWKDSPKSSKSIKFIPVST
GPR7 antag = blocks human GPR7 receptor signaling. P48145. GPR7-expressing cells, fluorescence antagonist assay. inhibition, % at 4.4 µM. 1.1% of 290,000 active; in the data active = inhibition above about 16%, passing the limit was not always enough;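 note: cells stimulated with the agonist NPW; 0% = agonist with vehicle and 100% = vehicle without agonist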
M18AAP inhibitor = blocks P. falciparum M18 aspartyl aminopeptidase | recombinant PfM18AAP, H-Glu-NHMec fluorogenic cleavage | inhibition, % at 7.35 µM | 1.2% of 290,000 active | AID 1822;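 active = inhibition above the campaign mean inhibition over all tested compounds plus 3 SD, cut at about 28% in these data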;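 note: 0% = plate median of test compound wells and 100% = 2 mM ZnCl2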
MEKK2 mut-MEK5 = signal of MEK5 binding to mutant human MEKK2 PB1 domain. bead flow cytometry, Alexa488-MEK5 binding to MEKK2 mutant. percent response, % at 10 µM. 0.35% of 290,000 active; in the data active = percent response above about 24%, passing the limit was not always enough; note: inactives centre near 1; some results filed as inactive read as strong as hits
GalR3 antag = human GalR3 antagonism. HEK293 GalR3-CNG cAMP membrane potential fluorescence; galR3 body fused to GalR1 C-terminus. AID 651719. 0.44% of 360,000 active. O60755. inhibition, % at 3 µM;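 active = inhibition above the screen-wide average plus 3 SD, cut at about 13% in these data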;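 note: forskolin and galanin both at EC90 stimulate the cells; cAMP rise reported by CNG channel membrane potential dye signal; 0% = forskolin plus galanin with DMSO and 100% = forskolin alone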
Target sequence (O60755 1-299 limits assumed): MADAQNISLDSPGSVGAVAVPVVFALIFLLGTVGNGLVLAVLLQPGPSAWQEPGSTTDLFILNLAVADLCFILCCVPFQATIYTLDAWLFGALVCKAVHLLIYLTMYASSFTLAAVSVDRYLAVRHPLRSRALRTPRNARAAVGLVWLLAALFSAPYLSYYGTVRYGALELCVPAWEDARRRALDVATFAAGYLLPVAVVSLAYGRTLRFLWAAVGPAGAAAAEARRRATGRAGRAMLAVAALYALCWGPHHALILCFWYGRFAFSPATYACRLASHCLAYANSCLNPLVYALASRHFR
NALP1 yeast inh = blocks the NALP1 inflammasome reconstituted in yeast | S. cerevisiae NALP1/ASC/caspase-1 growth, X-gal OD620, 72 h | inhibition, % at 10 µM | 0.61% of 280,000 active | AID 2071; in the data active = inhibition mostly above about 24%, no sharp cut-off; inactive = mostly below about 32%; note: some compounds called inactive have numbers as strong as hits
OXTR agonist = agonists of human oxytocin receptor; activation, % at 3 µM; P30559; AID 2435; 0.32% of 320,000 active; CHO-OTR cells, Fluo-8 calcium fluorescence; normalized: DMSO 0%, oxytocin 100%;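 active = activation above the mean of all tested compounds plus 3 SD, cutoff set per screening run, cut at about 20% in these data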;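 note: peak over basal fluorescence ratio from a 100 s FLIPR kinetic read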
MEKK2 WT-MEK5 = raises or lowers MEK5 binding to wildtype human MEKK2 PB1 domain | bead flow cytometry, Alexa488-MEK5 binding to MEKK2 WT; actives lie on both sides | binding response (% of control), % at 10 µM | 1.1% of 290,000 active; in the data active = binding response below about 67% or above about 130%
OXTR potentiator = potentiates the human oxytocin receptor response; CHO-OTR cells, Fluo-8 calcium fluorescence, potentiator mode; 0% = oxytocin EC15, 100% = EC100; 0.061% of 320,000 active; activation, % at 3 µM; AID 2445; P30559;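 active = activation above that plate's cutoff, the mean activation of tested compounds plus 3 SD, cut at about 6.6% in these data, passing the limit was not always enough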;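 note: 100% uses oxytocin at 75 nM as the full agonist control; some results filed as inactive read as strong as hits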
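Replication – single well per compound, singlicate · Assay system – CHO cell line stably expressing human OTR · Timing – 6 min pre-incubation, 100 s read · Measure – normalized max/min fluorescence ratio, % activation · Doses – 3.0 µM, one dose · Detection – Fluo-8 calcium dye fluorescence · Probe or stimulus – oxytocin near EC15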
An asterisk follows results filed as active; / = no result given; & = joins results of further samples; ! = repeats disagree. Only part of the results is shown. The share of hits here may be higher or lower than overall.

1) N=C(N=C(N)N)N1CCOCC1
2) CCC[C@H](N[C@@H](C)C(=O)N1[C@H](C(=O)O)C[C@@H]2CCCC[C@@H]21)C(=O)OCC
3) COc1ccc(CN(CCN(C)C)c2ccccn2)cc1
4) CC(=O)O[C@]1(C(C)=O)CC[C@H]2[C@@H]3C=C(Cl)C4=CC(=O)[C@@H]5C[C@@H]5[C@]4(C)[C@H]3CC[C@@]21C
5) O=C1NCC2(CCN(CCc3ccccc3)CC2)O1
6) CCOC(=O)C1(CCOc2ccccc2)CCN(Cc2ccc(O)c(Cl)c2)CC1

Assay by compound	1	2	3	4	5	6
OXTR agonist	0.6	0.3	1.2&1.7	-1.4&-1.7	-0.9	/
M18AAP inhibitor	/	/	-2	/	/	-2
NALP1 yeast inh	/	/	18	/	-4	8
OXTR potentiator	-3	-15	-10&-3	4&-6	-16	/
MEKK2 mut-MEK5	/	/	5	5	12	6
MEKK2 WT-MEK5	/	/	104	109	117	115
GPR7 antag	/	/	-13	/	/	16
V1R ag counter	0.2	0.1	1.3&0.5	-0.2&1.5	0.7	/
GalR3 antag	-3	-3	-6&-4	-5	-2	-13

7) C[C@]12CC[C@H]3[C@@H](CCC4=CC(=O)CC[C@@]43C)[C@@H]1CC[C@@H]2C(=O)CO
8) CCCOc1ccccc1-c1nc2n[nH]nc2c(=O)[nH]1
9) CC(=O)[C@H]1CC[C@H]2[C@@H]3C[C@H](C)C4=CC(=O)CC[C@]4(C)[C@H]3[C@@H](O)C[C@]12C
10) CCCn1ncc(CN2CCCC(C(=O)c3cccc(OC(C)C)c3)C2)c1C (stereo unspecified)
11) CN1CCC(=C2c3ccccc3CCc3sccc32)CC1
12) O=C1N(c2ccccc2)c2ccccc2C1(Cc1ccncc1)Cc1ccncc1

Assay by compound	7	8	9	10	11	12
OXTR agonist	0.1	-0.6	0.0	1.0	4.9&4.2	-0.4
M18AAP inhibitor	3	/	0	-3	3	0
NALP1 yeast inh	31	/	17	-4	2	8
OXTR potentiator	3	-10	-6	-3	-6&-4	-6
MEKK2 mut-MEK5	1	6	3	-6	15&29	2&4&2
MEKK2 WT-MEK5	94	115	100	99	155*!	101&105&97
GPR7 antag	-5	/	-4	10	4	-10
V1R ag counter	1.6	0.4	0.7	0.9	2.2&1.9	-0.6
GalR3 antag	/	/	-1	-4	/	/

13) NS(=O)(=O)c1cc2c(cc1C(F)(F)F)NC(Cc1ccccc1)NS2(=O)=O (stereo unspecified)
14) Cc1nc2c3ccccc3nc(NNC(=O)CCC(=O)N3CCN(c4ccccc4)CC3)n2n1
15) CC(Oc1c(Cl)cccc1Cl)C1=NCCN1 (stereo unspecified)
16) CC(C)=CC(=O)O[C@@H]1Cc2cc3ccc(=O)oc3cc2OC1(C)C
17) C=C1c2cccc(O)c2C(=O)C2C(=O)[C@]3(O)C(=O)C(C(N)=O)C(=O)[C@@H](N(C)C)[C@@H]3[C@@H](O)[C@H]12 (stereo partly specified)
18) Nc1ccc(C(=O)Nc2ccccc2N)cc1

Assay by compound	13	14	15	16	17	18
OXTR agonist	0.0	-0.5	-0.1	-1.1	2.1	1.0
M18AAP inhibitor	1	2	/	/	/	-8
NALP1 yeast inh	19	-2	/	/	/	-2
OXTR potentiator	-4	3	2	-6	-6	0
MEKK2 mut-MEK5	-2	1	5	/	/	4
MEKK2 WT-MEK5	99	102	104	/	/	99
GPR7 antag	-7	-8	/	/	/	-4
V1R ag counter	0.6	0.4	0.5	-0.2	1.9	0.4
GalR3 antag	-2	-7	/	-5	-6	-11

Part of the list above, reformatted:
nr	SMILES	OXTR agonist	M18AAP inhibitor	NALP1 yeast inh	OXTR potentiator	MEKK2 mut-MEK5	MEKK2 WT-MEK5	GPR7 antag	V1R ag counter	GalR3 antag
2	CCC[C@H](N[C@@H](C)C(=O)N1[C@H](C(=O)O)C[C@@H]2CCCC[C@@H]21)C(=O)OCC	0.3	/	/	-15	/	/	/	0.1	-3
3	COc1ccc(CN(CCN(C)C)c2ccccn2)cc1	1.2&1.7	-2	18	-10&-3	5	104	-13	1.3&0.5	-6&-4
4	CC(=O)O[C@]1(C(C)=O)CC[C@H]2[C@@H]3C=C(Cl)C4=CC(=O)[C@@H]5C[C@@H]5[C@]4(C)[C@H]3CC[C@@]21C	-1.4&-1.7	/	/	4&-6	5	109	/	-0.2&1.5	-5
5	O=C1NCC2(CCN(CCc3ccccc3)CC2)O1	-0.9	/	-4	-16	12	117	/	0.7	-2
6	CCOC(=O)C1(CCOc2ccccc2)CCN(Cc2ccc(O)c(Cl)c2)CC1	/	-2	8	/	6	115	16	/	-13
7	C[C@]12CC[C@H]3[C@@H](CCC4=CC(=O)CC[C@@]43C)[C@@H]1CC[C@@H]2C(=O)CO	0.1	3	31	3	1	94	-5	1.6	/
8	CCCOc1ccccc1-c1nc2n[nH]nc2c(=O)[nH]1	-0.6	/	/	-10	6	115	/	0.4	/
9	CC(=O)[C@H]1CC[C@H]2[C@@H]3C[C@H](C)C4=CC(=O)CC[C@]4(C)[C@H]3[C@@H](O)C[C@]12C	0.0	0	17	-6	3	100	-4	0.7	-1
10	CCCn1ncc(CN2CCCC(C(=O)c3cccc(OC(C)C)c3)C2)c1C (stereo unspecified)	1.0	-3	-4	-3	-6	99	10	0.9	-4
11	CN1CCC(=C2c3ccccc3CCc3sccc32)CC1	4.9&4.2	3	2	-6&-4	15&29	155*!	4	2.2&1.9	/
12	O=C1N(c2ccccc2)c2ccccc2C1(Cc1ccncc1)Cc1ccncc1	-0.4	0	8	-6	2&4&2	101&105&97	-10	-0.6	/
13	NS(=O)(=O)c1cc2c(cc1C(F)(F)F)NC(Cc1ccccc1)NS2(=O)=O (stereo unspecified)	0.0	1	19	-4	-2	99	-7	0.6	-2
14	Cc1nc2c3ccccc3nc(NNC(=O)CCC(=O)N3CCN(c4ccccc4)CC3)n2n1	-0.5	2	-2	3	1	102	-8	0.4	-7
15	CC(Oc1c(Cl)cccc1Cl)C1=NCCN1 (stereo unspecified)	-0.1	/	/	2	5	104	/	0.5	/

Additional entries
19) c1ccc2c(CC3=NCCN3)cccc2c1
20) CC1(C)OC2CC3C4CC(F)C5=CC(=O)C=CC5(C)C4(F)C(O)CC3(C)C2(C(=O)CO)O1 (stereo unspecified)
21) O=C(O)COC(=O)Cc1ccccc1Nc1c(Cl)cccc1Cl
22) CC1=NN(c2ccccc2)C(=O)C1
23) CC(=O)N1C[C@H](O)C[C@H]1C(=O)O
24) O=c1cc[nH]c(=O)[nH]1

Assay by compound	19	20	21	22	23	24
OXTR agonist	-0.6	0.4	-1.6	1.7	-0.3	0.9
M18AAP inhibitor	-3	-3	3	6	/	/
NALP1 yeast inh	20	21	4	32	/	/
OXTR potentiator	-4	-9	-8	0	-7	-8
MEKK2 mut-MEK5	4	2	8	3	/	/
MEKK2 WT-MEK5	99	103	111	98	/	/
GPR7 antag	2	-9	-11	5	/	/
V1R ag counter	0.3	1.8	-0.4	1.5	0.0	1.1
GalR3 antag	/	-12	-2	/	-4	-4

25) CCCCCCCCO
26) CC(C)Cn1cnc2c1c(=O)n(C)c(=O)n2C
27) CCOc1ccc(S(=O)(=O)N2CCCCCC2)c2ccccc12
28) C/C=C/C=N\NC(=O)c1ccncc1
29) NC(=O)NC(CCC(=O)O)C(=O)O (stereo unspecified)
30) C[C@H](CCC(=O)O)[C@H]1CC[C@H]2[C@@H]3[C@@H](O)C[C@@H]4C[C@H](O)CC[C@]4(C)[C@H]3CC[C@]12C

Assay by compound	25	26	27	28	29	30
OXTR agonist	0.7	2.2	-1.0	0.1	0.3	2.4
M18AAP inhibitor	/	0	5	9	/	0
NALP1 yeast inh	/	2	-6	1	/	18
OXTR potentiator	-5	-1	-9	-10	-3	0
MEKK2 mut-MEK5	/	5	4	4	2	-14
MEKK2 WT-MEK5	/	100	104	104	101	93
GPR7 antag	/	-13	-4	-10	/	-8
V1R ag counter	0.4	0.5	-0.5	0.0	0.2	0.5
GalR3 antag	1	/	2	-1	-8	/

31) CC1(C)O[C@H]2CC(=O)OCC23[C@H]2CC[C@@]4(C)[C@H](c5ccoc5)OC(=O)[C@H]5O[C@]54[C@]2(C)C(=O)C[C@@H]13 (stereo partly specified)
32) Cc1coc2c1C(=O)C(=O)c1c-2ccc2c1CCCC2(C)C
33) Cc1cc(C)nc(/N=C(\N)Nc2ccc(S(N)(=O)=O)cc2)n1
34) CN(C)CCCN1c2ccccc2Sc2ccccc21

Assay by compound	31	32	33	34
OXTR agonist	0.8	-1.4	0.4	4.1
M18AAP inhibitor	/	5	-1	1
NALP1 yeast inh	/	-13	4	24
OXTR potentiator	-1	2	-12	-6
MEKK2 mut-MEK5	/	0	-7	8
MEKK2 WT-MEK5	/	99	95	106
GPR7 antag	/	-11	-6	21
V1R ag counter	0.5	0.0	0.2	5.1
GalR3 antag	2	-7	-7	-6

An excerpt from above in order of molar mass, high to low:
30) C[C@H](CCC(=O)O)[C@H]1CC[C@H]2[C@@H]3[C@@H](O)C[C@@H]4C[C@H](O)CC[C@]4(C)[C@H]3CC[C@]12C
32) Cc1coc2c1C(=O)C(=O)c1c-2ccc2c1CCCC2(C)C
29) NC(=O)NC(CCC(=O)O)C(=O)O (stereo unspecified)

Assay by compound	30	32	29
OXTR agonist	2.4	-1.4	0.3
M18AAP inhibitor	0	5	/
NALP1 yeast inh	18	-13	/
OXTR potentiator	0	2	-3
MEKK2 mut-MEK5	-14	0	2
MEKK2 WT-MEK5	93	99	101
GPR7 antag	-8	-11	/
V1R ag counter	0.5	0.0	0.2
GalR3 antag	/	-7	-8

Screens deposited in PubChem BioAssay by several laboratories.
